Large T inhibition – SV40 large T antigen inhibitors, biochemical (AID 1903) | SV40 large T antigen ATPase/helicase inhibition assay; higher % means a stronger effect | inhibition, % at 20 µM, or IC50 in µM where a hit was titrated | 0.39% of 310,000 active; in the data active = a potency from the dose series; inconclusive = inhibition mostly from about 32% at the one dose, without a potency; inactive = the rest, 99 in 100 with inhibition below about 32%; also: strong numbers were not always called active
Salmonella PhoP GFP – PhoP-dependent GFP reporter repression – Salmonella Typhimurium, primary screen (AID 1863); one-dose inhibition, % at 50 µM; IC50 in µM for titrated hits; 0.16% of 300,000 active; S. Typhimurium PhoP-regulated promoter GFP reporter, 4 h; higher % means a stronger effect;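 active = inhibition over 29.93%, a cutoff 3 SD above the screen mean, later confirmed by dose response; inconclusive = inhibition over 29.93% but no dose response follow-up; inactive = inhibition at most 29.93% or unconfirmed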;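 also: 0% = low Mg2+ inducing control and 100% = high Mg2+ repressing control; strong numbers were not always called active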
West Nile virus CPE – West Nile virus antiviral activity, cell-based, CPE readout (AID 1621). CPE inhibition, % at 10 µM; hits with a dose series show IC50 in µM. 0.02% of 290,000 active. West Nile virus-infected cells, CPE inhibition; higher % means a stronger effect; in the data active = a potency from the dose series; inconclusive = CPE inhibition mostly from about 3.7% at the one dose, without a potency; inactive = the rest, 99 in 100 with CPE inhibition below about 2.2%; also: strong numbers were not always called active
NS5 inhibitors – Dengue-2 NS5 methyltransferase inhibitors, primary screen, biochemical, confirmation dose response (AID 588689); Dengue-2 NS5 methyltransferase capping enzyme assay, biochemical; higher % means a stronger effect; one-dose inhibition, % at 25 µM; IC50 in µM for titrated hits; 0.3% of 340,000 active; in the data active = a potency from the dose series; inconclusive = inhibition above about 29% without an active follow-up result
NTR1 ag – NTR1-driven beta-arrestin-GFP spot formation – imaging, U2OS cells, high content, primary screen (AID 493036); P30989; agonist mode; activation, % at 20 µM; 0.17% of 330,000 active;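 active = activation at or above 40% of the spot to cytoplasm intensity ratio, with at least 20 cells analyzed; inconclusive = wells under 20 cells, flagged as cytotoxic or low count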;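 also: 0% = DMSO without peptide and 100% = 100 nM NTR1 peptide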
Target sequence (P30989 whole entry, looked up): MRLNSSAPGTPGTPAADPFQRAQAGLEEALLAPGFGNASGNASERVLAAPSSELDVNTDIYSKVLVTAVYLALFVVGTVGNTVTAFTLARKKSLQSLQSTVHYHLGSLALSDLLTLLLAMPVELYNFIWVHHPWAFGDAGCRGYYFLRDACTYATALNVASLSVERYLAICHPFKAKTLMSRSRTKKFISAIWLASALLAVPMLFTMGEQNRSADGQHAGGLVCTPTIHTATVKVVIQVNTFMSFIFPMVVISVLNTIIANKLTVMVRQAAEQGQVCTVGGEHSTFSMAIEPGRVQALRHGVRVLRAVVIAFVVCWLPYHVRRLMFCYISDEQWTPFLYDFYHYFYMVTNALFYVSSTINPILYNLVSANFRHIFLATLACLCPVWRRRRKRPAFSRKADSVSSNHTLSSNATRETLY
T cell HTS – modulates CD8 T cell binding to vesicles. 0.068% of 330,000 active. calls only at 7 µM. AID 2052. 2C CD8+ T cell-vesicle binding, flow cytometry; stronger effect = lower value;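 active = response, share of CD8 T cells binding vesicles, and their 90th percentile fluorescence all below set limits, cut at about 80% in these data, passing the limit was not always enough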
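Test system: purified 2C TCR transgenic mouse naive CD8+ T cells. Probe or stimulus: QL9-peptide-loaded Drosophila micro-vesicles bearing Ld, ICAM-1 and B7-1. Incubation: binding step 1.5 h, 37 °C, antibody labelling 20 min, ice. Measured by: flow cytometry of vesicle-bound cells.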
MgcRacGAP inhibition – MgcRacGAP GTPase-activating activity inhibitors, confirmation, biochemical, ADP Hunter fluorescence; MgcRacGAP-stimulated Rac1 GTP hydrolysis, ADP Hunter fluorescence; higher % means a stronger effect; GST-tagged Rac1 F28L mutant substrate; inhibition, % at 30 µM; hits with a dose series show IC50 in µM; 0.6% of 340,000 active; AID 624330;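 active = first-screen hits whose inhibition reached a set limit at any dose in the follow-up dose series; inconclusive = inhibition above the set first-screen limit but never retested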;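 also: fluorescence reports GDP produced by GAP-driven GTP hydrolysis; strong numbers were not always called active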
RSV antiviral HEp-2 – inhibition of RSV-induced cytopathic effect – HEp-2 cells, primary 10 µM value included (AID 2391). HEp-2 cells, RSV-induced CPE inhibition; higher % means a stronger effect. 0.13% of 310,000 active. CPE inhibition, % at 10 µM; hits with a dose series show IC50 in µM; in the data active = a potency from the dose series; inconclusive = CPE inhibition mostly from about 23% at the one dose, without a potency; inactive = the rest, 99 in 100 with CPE inhibition below about 21%; also: strong numbers were not always called active
K1F lysis inhibition – protection from phage-mediated lysis, alamar blue read-out – E. coli UTI89, K1F phage, bacterial capsule biogenesis inhibitors (AID 488966). E. coli UTI89 K1F phage lysis, alamar blue, 2 h; higher % means a stronger effect. 0.02% of 340,000 active. one-dose inhibition, % at 100 µM; IC50 in µM for titrated hits;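 active = phage lysis inhibition, versus mean bacterial control, above a set limit; inconclusive = no clear call, values can overlap the other calls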;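 also: capsule biogenesis inhibitors block K1F phage lysis so surviving cells raise fluorescence; higher fluorescence means more inhibition of phage lysis; actives were called in the ten point dose series up to 300 µM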
T cell HTS vesicle-bound % – recorded beside T cell HTS, whose call it bears; double positive events, %; measured here: CD8+ vesicle-bound cell fraction;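 binding gate set so that unloaded-vesicle control wells show 10% double positive cells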
NTR1 ag cell count 20 µM – second read-out of NTR1 ag, no call of its own (marks repeat the call); cell count; measured here: cell count, cytotoxicity flag
NS5 inhibitors pilot replicate – recorded beside NS5 inhibitors, whose call it bears; inhibition, %; measured here: pilot screen replicate inhibition
An asterisk follows results filed as active; i = inactive; ? = inconclusive; . = not tested or not shown; [ ] = dose if it differs, or a comment.

SMILES	Large T inhibition	Salmonella PhoP GFP	West Nile virus CPE	NS5 inhibitors	NTR1 ag	NTR1 ag cell count 20 µM	T cell HTS	T cell HTS vesicle-bound %	MgcRacGAP inhibition	RSV antiviral HEp-2	K1F lysis inhibition	others
CCCOc1ccc(C(=O)C(CCC(CNCC)C(=O)c2ccc(OCCC)cc2)CNCC)cc1 (stereo not given)	27%	95µM*	-1.7%	0%	.	.	.	.	3%	.	132µM*
CCOC(=O)c1c(C)oc2ccc(NS(=O)(=O)c3cccs3)cc12	11%	-3%	1.6%	1%	1.4	50	i	38	2%	16%	1.4%[50 µM]
CCOC(=O)c1ccc2c(c1)nc(SC(C)C(=O)NCC1CCCO1)n2CC (stereo not given)	.	.	.	6%	-0.7	65	i	21	2%	0.8%	0.6%[50 µM]
COC(=O)c1ccc(C)c(NC(=O)CCCN2C(=O)CN(C)C2=O)c1	.	.	.	-2%	0.0	59	i	51	-1%	.	0.8%
Cc1ccc(C(=O)N2N=C3c4ccccc4S(=O)(=O)N3[C@H]2N(C)C)cc1	22%	-4%	-0.1%	-9%	0.4	40	i	47	-2%	1.3%	-0.2%
N#Cc1c(SCC(=O)Nc2cccc(F)c2)sc2c(O)cc(=O)[nH]c12	12%	1%	-0.2%	-11%	-3.2	45	i	45	15%	0.6%	0.2%
C[C@H](CO)N1C[C@H](C)[C@@H](CN(C)S(=O)(=O)c2ccccc2)Oc2ccc(NC(=O)NC3CCCCC3)cc2C1=O	.	.	.	-5%	1.1	48	i	11	10%	.	0.4%	NS5 inhibitors pilot replicate=-5.2
Brc1cc(Br)c2nc(-c3cccs3)ccc2c1	-3%	9%	-0.7%	6%	8.8	59	i	57	5%	?	3.4%
NCCNC(=O)c1c(NC(=O)c2ccccc2)sc2c1CCCC2	23%	11%	-0.6%	-6%	8.0	64	i	54	10%	2.0%	3.3%
c1ccc(-c2nc(NCc3ccco3)c3ccccc3n2)nc1	16%	5%	?	-1%	3.6	69	i	49	7%	21%	3.0%
O=[N+]([O-])c1ccccc1N/N=C/c1c[nH]c2ccccc12	15%	3%	-0.1%	-1%	7.7	46	i	51	20%	12%	0.3%
COc1cc(OC)cc(C(=O)NC(=S)Nc2ccc(Cl)c(C(=O)O)c2)c1	-1%	-6%	0.1%	6%	0.4	82	i	54	-9%	3.6%	-0.7%	NS5 inhibitors pilot replicate=3.9
Cc1ccc(-n2c(SCC(N)=O)nc3c([nH]c4ccccc43)c2=O)cc1	13%	-2%	-0.1%	-4%	4.3	80	i	45	1%	4.2%	0.2%
CC(C)C(=O)Nc1nnc(S(=O)(=O)N2c3ccccc3CC2C)s1 (stereo not given)	.	.	-0.9%	0%	2.3	69	i	32	0%	1.8%	0.1%
O=C(CN1CC(=O)Nc2ccccc21)NCCc1ccc(Cl)cc1Cl	8%	-10%	-0.2%	-1%	-0.5	90	i	32	5%	-0.9%	2.9%
O=C(C1=C[C@H](C2CC2)C[C@H](OCc2ccc(CO)cc2)O1)N1CCOCC1	9%	-2%	-0.1%	-3%	-0.1	97	i	51	7%	1.7%	0.1%
CC(=O)N1CCN=C1SCc1c(F)cccc1Cl	3%	4%	-0.1%	-4%	0.4	58	i	38	3%	-0.3%	0.5%
O=C(O)CC1S/C(=N/N=C/c2ccc(-c3ccc(Cl)cc3[N+](=O)[O-])o2)NC1=O (stereo not given)	3%	-9%	1.1%	35µM*	-1.8	89	i	31	20%	-0.8%	0.3%
CN(CC(=O)Nc1ccc2c(c1)OCO2)S(=O)(=O)c1cccs1	-1%	6%	0.5%	-13%	-1.3	60	i	22	1%	0.1%	-0.5%
O=C(C1CCCN(S(=O)(=O)c2ccccc2[N+](=O)[O-])C1)N1CCCC1 (stereo not given)	6%	0%	-0.7%	-3%	1.3	47	i	57	5%	2.1%	3.5%[50 µM]
Cc1cc(C(=O)CSc2nnnn2-c2ccc(O)cc2)c(C)n1Cc1ccc2c(c1)OCO2	1%	-7%	-0.3%	-11%	6.5	87	i	45	8%	15%	-0.3%
O=C(NN=C1CCN(Cc2ccccc2)CC1)c1cc(Br)ccc1O	20%	6%	.	.	-2.1	29	i	21	-2%	1.3%	0.3%
COc1cc(C(=O)Nc2nc(-c3ccc(C)cc3)cs2)ccc1OCC(=O)N1CCOCC1	6%	0%	-0.9%	-4%	6.6	81	i	53	9%	?	-0.1%
Cc1ccc(C(=O)NN2C(=O)C3C(C2=O)C2C=CC3C23CC3)cc1 (stereo not given)	9%	-5%	0.3%	-3%	2.0	34	i	11	3%	1.2%	0.9%
Cc1csc(N(C)C(=O)CSc2nnc(COc3ccccc3C)o2)n1	6%	-5%	-0.2%	-1%	0.6	54	i	13	5%	40%	-0.1%
O=C(CN1CCN(c2ccccc2F)CC1)Nc1nnc(C(F)(F)F)s1	11%	-2%	0.7%	-9%	-1.0	47	i	44	3%	0.0%	-0.3%
CCN(CC)S(=O)(=O)c1ccc(OC)c(NC(=O)c2cc([N+](=O)[O-])ccc2Cl)c1	2%	-5%	-0.2%	-11%	2.2	93	i	37	6%	1.4%	5.3%
COc1ccc(NC(=O)CN(C)S(=O)(=O)c2cnc[nH]2)cc1Cl	9%	-7%	0.4%	-8%	-1.1	57	i	28	12%	.	0.3%
Cc1ccc(S(=O)(=O)N2CCC(C(=O)Nc3nnc(C)s3)CC2)cc1	0%	3%	-0.1%	0%	-1.7	49	i	57	5%	2.7%	0.4%
O=[N+]([O-])c1ccc(S(=O)(=O)N2CCN(c3ccc(N4CCOCC4)nn3)CC2)cc1	17%	6%	.	-1%	0.3	58	i	44	2%	-1.4%	0.6%[50 µM]
COc1ccc(CCNC(=O)C(=O)NCC2CCCN2S(=O)(=O)c2ccccc2)cc1OC (stereo not given)	3%	9%	.	-4%	0.4	80	i	26	2%	-2.4%	0.7%[50 µM]
O=C(COC(=O)CCCCCN=C1NS(=O)(=O)c2ccccc21)Nc1ccc(Cl)c(Cl)c1	8%	3%	0.3%	-8%	-0.5	102	i	56	12%	1.4%	-0.1%
CCC(=O)N/N=C/c1ccc(-c2ccc([N+](=O)[O-])cc2)o1	5%	-4%	0.2%	-4%	2.6	52	i	58	5%	0.6%	0.2%
O=C(c1cccnc1NCc1ccc(F)cc1)N1CCOCC1	21%	7%	-0.4%	-1%	-0.3	47	i	45	10%	-0.5%	0.8%
CCOc1ccc(S(=O)(=O)N2CCC(C(=O)NC3CC3)CC2)cc1C	5%	-2%	-1.3%	-4%	1.3	44	i	45	-2%	3.3%	-0.1%
O=S(=O)(c1ccccc1)N1CCN(C(=S)Nc2ccc(Br)cc2)CC1	4%	-6%	-0.3%	-4%	1.1	67	i	15	4%	2.3%	-0.2%[50 µM]
CN(C)c1ccc(/C=C2/SC(=O)N(CCN=C3NS(=O)(=O)c4ccccc43)C2=O)cc1	3%	-19%	0.1%	-21%	3.9	59	i	36	11%	1.1%	3.9%
CN(CC(=O)Nc1ccccc1N1CCCC1)S(=O)(=O)c1ccc(F)cc1	8%	0%	.	7%	0.6	50	i	59	4%	1.0%	1.4%[50 µM]
COc1cc([N+](=O)[O-])cc(/C=N/NC(=O)CSc2ccccn2)c1O	10%	25%	0.3%	-6%	0.1	67	i	44	11%	8.6%	-0.1%
CCn1c(COc2cc(C)ccc2C(C)C)nnc1SCC(=O)Nc1nccs1	-2%	7%	0.3%	1%	0.4	43	i	29	8%	0.5%	0.1%
Cc1c(C(=O)OCC(=O)N2CC(=O)Nc3ccccc32)oc2ccccc12	1%	-14%	-0.1%	1%	1.7	71	i	64	4%	1.7%	0.1%
OCCN1CCN(CC#CCC(c2ccccc2)c2ccccc2)CC1	10%	0%	0.0%	-10%	-0.7	55	i	44	0%	-1.4%	0.1%
Cc1ccc(C(=O)Nc2cccc3ccccc23)o1	10%	.	.	.	-0.5	36	i	44	.	-0.9%	.
O=S(=O)(c1cccc2nsnc12)N1CCN(C/C=C/c2ccccc2)CC1	-5%	27%	-1.4%	-6%	0.0	75	i	44	6%	11%	-0.2%
C(=N\Nc1nc2ccccc2[nH]1)/c1cccc2cccnc12	9%	8%	?	-16%	1.7	71	i	36	22%	-1.1%	8.3%
O=C(O)c1cc(S(=O)(=O)NCc2ccco2)c(Cl)cc1Cl	8%	-1%	-0.1%	3%	-1.0	57	i	52	10%	2.2%	0.4%
COC(=O)C1=C(C)N(Cc2ccccc2)C(=NCCc2ccccn2)N[C@H]1c1cccc(F)c1	12%	-6%	-1.1%	12%	2.2	71	i	33	4%	2.9%	-0.4%
CCc1ccc(-c2nc(CN3CCC(C(=O)NCCN(CC)c4ccccc4)CC3)c(C)o2)cc1	14%	0%	-2.4%	23%	32	67	i	12	-4%	-4.0%	-0.2%
COc1ccc(C)cc1NC(=O)C1CCCN(S(=O)(=O)c2cnc[nH]2)C1 (stereo not given)	-2%	8%	-0.3%	-2%	-1.5	59	i	51	2%	1.5%	-3.4%
CCOC(=O)c1cnc2c(-c3ccccc3OC)c(C)nn2c1C	10%	8%	-0.1%	3%	1.8	46	i	42	3%	-1.3%	0.3%

(next part)
SMILES	Large T inhibition	Salmonella PhoP GFP	West Nile virus CPE	NS5 inhibitors	NTR1 ag	NTR1 ag cell count 20 µM	T cell HTS	T cell HTS vesicle-bound %	MgcRacGAP inhibition	RSV antiviral HEp-2	K1F lysis inhibition	others
C/C(=N\NC(=O)c1nn(C)cc1Br)c1cccc(NC(=O)C2CCCC2)c1	-1%	4%	0.9%	0%	-4.6	84	i	39	4%	8.4%	-2.5%
CCOC(=O)N1CCN(C(=O)CCCn2c(=S)[nH]c3ccc(Br)cc3c2=O)CC1	10%	5%	-0.2%	2%	1.6	71	i	25	0%	?	0.4%	NS5 inhibitors pilot replicate=-5.3
Cc1cnc(C(=O)OCc2ccc(Br)cc2)cn1	1%	5%	0.0%	0%	0.0	51	i	43	9%	0.6%	0.3%
OCCCNc1nnc(-c2ccccc2)c2ccccc12	2%	0%	0.1%	7%	1.6	78	i	33	9%	1.5%	2.0%
CCc1ccc(NC(=O)Cn2cnc3c(=O)n(C)c(=O)n(C)c32)cc1	13%	3%	-0.2%	-4%	-1.1	60	i	23	-8%	-0.2%	1.6%

Source: PubChem BioAssay (several laboratories)
